Screening results deposited in PubChem by Southern Research Specialized Biocontainment Screening Center.
Salmonella PhoP GFP = PhoP regulon inhibitors, Salmonella typhi PhoP promoter GFP reporter, confirmatory (AID 1850); Salmonella Typhi PhoP-promoter GFP reporter, fluorescence, 4 h; higher % means a stronger effect; one-dose inhibition, % at 50 µM; IC50 in µM for titrated hits; 310,000 tested, 0.33% active; in the data active means a potency from the dose series; inconclusive means inhibition mostly from about 25% at the one dose, without a potency; inactive means the rest, 99 in 100 with inhibition below about 19%;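 further: 0% = induced wells with vehicle and 100% = uninduced wells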
H37Rv inhibition = M. tuberculosis growth inhibition, HTS (AID 449762); one-dose inhibition, % at 25 µM; IC50 in µM for titrated hits; M. tuberculosis H37Rv growth inhibition, 7H9 media; higher % means a stronger effect; 330,000 tested, 0.59% active; in the data active means a potency from the dose series; inconclusive means inhibition above about 70% without an active follow-up result;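 further: bacterial growth assessed after seven days of incubation; strong numbers were not always called active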
tuberculosis growth = growth inhibition of non-replicating M. tuberculosis (AID 488890); 320,000 tested, 0.39% active; inhibition, % at 25 µM, or IC50 in µM where a hit was titrated; Mycobacterium tuberculosis non-replicating, growth inhibition; higher % means a stronger effect; in the data active means a potency from the dose series; inconclusive means inhibition mostly from about 82% at the one dose, without a potency; inactive means the rest, 99 in 100 with inhibition below about 76%;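 further: plate controls were DMSO cells for no effect and high antibiotic wells for full effect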
inhibitors of VEEV = inhibitors of VEEV TC-83 cytopathic effect, confirmation, Vero cells (AID 588727); Vero cells, VEEV TC-83 cytopathic effect inhibition; higher % means a stronger effect; inhibition, % at 20 µM, or IC50 in µM where a hit was titrated; 350,000 tested, 0.13% active; in the data active means a potency from the dose series; inconclusive means inhibition mostly from about 14% at the one dose, without a potency; inactive means the rest, 99 in 100 with inhibition below about 12%; further: strong numbers were not always called active
influenza NS1A = H1N1 influenza NS1A inhibitors, functional cell based assay (AID 504329). NS1A functional cell-based assay, percent inhibition; higher % means a stronger effect. inhibition, % at 12.5 µM; hits with a dose series show IC50 in µM. 340,000 tested, 0.3% active; in the data active means a potency from the dose series; inconclusive means inhibition above about 27% without an active follow-up result; further: strong numbers were not always called active
inhibitors of VEEV 10K pilot screen = also measured in inhibitors of VEEV; calls as there; inhibition, %; measured here: 10K pilot screen inhibition
Active calls of the source: *; i = inactive; ? = inconclusive; · = no result given; & = joins results of further samples.

SMILES | Salmonella PhoP GFP | H37Rv inhibition | tuberculosis growth | inhibitors of VEEV | influenza NS1A | others
O=C(/C=C/c1ccc(OC(F)F)cc1)Nc1cccc(S(=O)(=O)NC2=NCCCCC2)c1 | -8% | -3% | 22% | 9.2% | -12%
O=C(O)CC1(CC(=O)Nc2ccc(C(F)(F)F)cc2)CCCC1 | 5% | -1% | 13% | 1.0% | -3%
C#CCOCCOCCOCCNc1nc(N2CCN(C(=O)[C@H](CCC(=O)O)n3cc(C(N)Cc4ccc(O)cc4)nn3)CC2)nc(N2CCN(C(=O)[C@H](CCC(=O)O)n3cc(C(N)CC(C)C)nn3)CC2)n1 (some centres not stated) | 3% | -4% | -3% | · | ·
Cc1ccc(-c2noc(=O)n2CC(=O)c2ccc(Cl)cc2)cc1 | 7% | 44µM* | 39% | 3.4% | -11%
O=C(CCn1c(=O)[nH]c2ccccc2c1=O)N1CCN(c2ccc(Cl)cc2)CC1 | -5% | -3% | 10% | 1.7% | 2%
C1=NCCc2c1[nH]c1ccccc21 | -1% | -1% | 24% | i | 7%
CC(C)c1cc(C(=O)N/N=C/c2c[nH]c3ccccc23)n[nH]1 | 12% | -1% | 4% | 4.3% | 6%
COC(=O)NCc1ccc(CNC(=O)OC)cc1 | 4% | 4% | -1% | 3.5% | 12%
CCN=C1SC(CC(=O)Nc2ccc(C(F)(F)F)cc2)C(=O)N1CC (configuration not stated) | -12% | 3% | 40% | 0.2% | -1%
CCc1ccccc1NC(=O)Nc1c(C)n(C)n(-c2ccccc2)c1=O | -2% | -3% | -4% | 2.6% | 16%
O=C(O)CCC(=O)N1N=C(c2ccc(Br)cc2)CC1c1cccs1 (configuration not stated) | -26% | 0% | -2% | 1.9% | 5%
CCSc1nc(O)cc(=O)n1-c1ccc(OC)cc1 | -6% | 1% | 30% | 0.5% | -4%
CCCCN1C(=O)C(=O)NC[C@@H]1CCCCN | -19% | -4% | -6% | 0.5% | -2%
CC(=O)c1ccc(NC(=O)c2cc(=O)[nH]c3ccccc23)cc1 | 0% | -3% | -6% | 5.5% | 4%
Cc1c(-n2cc(C(=O)O)c(=O)c3cc(F)c(N4CCCC(O)C4)c(F)c32)c(=O)n(-c2ccccc2)n1C (configuration not stated) | 2% | 2% | 0% | 0.4% | 3%
CCN(CC)S(=O)(=O)c1cccc(-c2n[nH]c(=S)n2C(C)COC)c1 (configuration not stated) | 4% | 7% | 6% | 2.4% | -6%
O=C(CC1CCCC1)NCCS(=O)(=O)N1CCN(c2ccc(F)cc2)CC1 | -3% | 4% | 2% | 1.2% | -3%
Nc1ccc(C(=O)O)c(O)c1 | -19%&-2%&-6%&0% | ? | ? | 0.1%&0.2%&1.0% | 2%&4%&2%
C=CCNC(=S)N1CCN(c2ccc([N+](=O)[O-])cc2)CC1 | -5% | -7% | 52% | i | -4%
COC(=O)C1=C(c2ccc(OC(F)(F)F)cc2)C[C@@H]2CC[C@H]1N2C(=O)NCCO | · | 2% | -3% | 0.2% | -3%
O=C(O)c1ccc(-c2ccco2)n1Cc1ccccc1 | -13% | -5% | 65% | 1.6% | -1% | inhibitors of VEEV 10K pilot screen=0.1
CCN(CC)S(=O)(=O)c1ccc2[nH]c(=O)cc(C(=O)Nc3ccc(C)c(S(=O)(=O)N(CC)CC)c3)c2c1 | -10% | ? | 25% | 2.6% | 8%
COc1ccc(C(CNC(=O)COc2ccccc2OC)N(C)C)cc1OC (configuration not stated) | 12% | -10% | -8% | 1.3% | 7%
O=S(=O)(NCCC1CC1(Cl)Cl)c1ccc(Cl)cc1 (configuration not stated) | 1% | 5% | 34% | 6.8% | -2%
O=C1Nc2cc(Cl)c(Cl)cc2N(O)N1c1ccc(Cl)cc1 | 0% | -1% | 10% | i | 1%
CCOc1ccc(N2C(=O)C3ON(c4ccccc4)C(c4cccs4)C3C2=O)cc1 (configuration not stated) | 9% | 2% | 2% | 1.4% | 4%
COc1ccc(CN2C(=O)CSC2c2ccccn2)cc1 (configuration not stated) | 3% | -1% | 1% | 0.0% | -19%
COc1cccc2c3c(c(=O)[nH]c12)CCC(C)(C)O3 | 3% | 5% | 2% | 2.9% | 5%
COc1ccccc1NC(=O)Nc1nc(CC(=O)Nc2cc(F)ccc2F)cs1 | 2% | 41% | 8% | 8.5% | -9%
Cc1ccc(C)c(N2CCN(C(=O)c3cc(S(=O)(=O)N4CCOCC4)cn3C)CC2)c1 | -11% | -9% | 1% | 4.2% | 28%
COc1cccc(/C=N/Nc2nc3ccccc3n3cnnc23)c1O | 1% | 8% | -10% | 11% | 1%
CCC1CCCCN1C(=O)CSc1nc(N)c(NC(=O)c2ccc(OC)c(OC)c2)c(=O)[nH]1 (configuration not stated) | -9% | -7% | -8% | 0.7% | 1%
COC(=O)c1cn(NC(=O)c2ccc([N+](=O)[O-])cc2Cl)c(=O)c2ccccc12 | 8% | -7% | -10% | 7.4% | 2%
FC(F)(F)c1nc2ccccc2[nH]1 | -3% | 8% | 7% | 0.0% | ·
CC(C)OC(=O)c1ccc(NC(=O)c2ccccc2)cc1 | -3% | -1% | 33% | 0.1% | 13%
CCOc1cc(C(=O)N2CCc3cc(OC)c(OC)cc3C2)ccc1OC(F)F | 12% | -2% | 29% | · | ·
COc1ccccc1Cn1c(/C=C/c2ccccc2)nc2ccccc21 | 0% | 5% | 13% | i | -18%
C(#CCN1CCOCC1)COCCOC(c1ccccc1)c1ccccc1 | -2% | -13% | 16% | 1.0% | 4%
Cc1ccc(N2CC(C(=O)Nc3ccccc3C(=O)N3CCOCC3)CC2=O)cc1 (configuration not stated) | -6% | -11% | 9% | 2.8% | 3%
CC(=O)N1c2ccc(F)c(F)c2C[C@H]1C | · | 13% | 0% | i | -11%
COc1c(C)cccc1C(=O)NCc1ccc2c(c1)OCO2 | -4% | -2% | 0% | i | -17%
Cc1ccc(NC(=O)c2ncn(CCCN3CCN(c4ccccn4)CC3)n2)cc1C | · | · | · | 0.0% | 19%
Cc1cc(C)c(C)c(S(=O)(=O)NNC(=O)c2cccc(S(=O)(=O)N3CCOCC3)c2)c1C | -6% | 6% | -1% | 0.8% | 3%
COCCn1c(SC2CCOC2=O)nc2ccccc2c1=O (configuration not stated) | 2% | -6% | -3% | 1.0% | -2%
CCOC(=O)N1CCC(N2Cc3cccc(C(=O)N4CCN(c5cccc(C)c5C)CC4)c3C2=O)CC1 | -6% | ? | 32% | 1.0% | 3%
Cc1noc2ncnc(Oc3ccc(Cl)cc3Cl)c12 | 4% | 4% | 33% | 2.0% | 8%
CCOC(=O)c1cnn(Cc2cccc(Cl)c2)c1C | 12% | 1% | 33% | 0.5% | 12%
CN(C)Cc1c(C(=O)N/N=C/c2ccccc2OCc2ccc(F)cc2)nnn1-c1nonc1N | -2% | 4% | -1% | 0.1% | -10%
O=C(c1ccccc1)c1ccc(OCC(O)CN2CCOCC2)cc1 (configuration not stated) | 0% | 1% | 0% | 0.3% | -1%
COc1ccc(OC)c2[nH]c(=O)c(CCNS(=O)(=O)c3ccc(C)cc3)cc12 | 8% | -5% | 2% | 2.3% | -4%

Going on with the list.
SMILES | Salmonella PhoP GFP | H37Rv inhibition | tuberculosis growth | inhibitors of VEEV | influenza NS1A | others
CCC1(c2ccc(F)cc2)NC(=O)N(CC(=O)c2ccc[nH]2)C1=O (configuration not stated) | -3% | 2% | 13% | 4.9% | 5%
C/C=C\C(=O)Nc1cccc(C2=NOC3(C2)C[C@@H](C(N)=O)N(C(=O)c2ccc(Cl)cc2)C3)c1 (some centres not stated) | -14% | -2% | -1% | i | 5% | inhibitors of VEEV 10K pilot screen=0.4
COc1ccc(CCNC(=O)CSc2nc(-c3ccco3)cc(C(F)(F)F)n2)cc1OC | -6% | -18% | -1% | i | -6%
COc1cccc(CCNCc2cccc(C(F)(F)F)c2)c1 | 3% | -3% | 22% | 0.6% | 2%
O=C(O)/C=C/C(=O)NC1CCC(CC2CCC(NC(=O)/C=C/C(=O)O)CC2)CC1 (configuration not stated) | -1% | 6% | -4% | 0.7% | 4%
COc1ccc(N(CC(=O)N2CCN(Cc3ccccc3)CC2)S(C)(=O)=O)cc1 | 0% | 2% | 14% | 0.8% | 0%
CCOc1ccccc1CNCc1ccc(F)cc1 | 1% | 3% | 6% | 1.8% | -5%
O=C(C(c1ccccc1)c1ccccc1)N1CCN(Cc2ccc(Br)cc2)CC1 | -3% | -2% | 0% | 1.7% | 2%
O=C1N(Nc2ccccc2)C(c2ccc(Br)cc2)C12CCCCC2 (configuration not stated) | -5% | 0% | -13% | i | -1%
O=C(CC1C(=O)NCCN1Cc1cccc(Oc2ccccc2)c1)NCc1cccnc1 (configuration not stated) | 5% | -11% | 13% | 0.4% | -10%

Part of the list above in order of heavy-atom count, smallest number first:
SMILES | Salmonella PhoP GFP | H37Rv inhibition | tuberculosis growth | inhibitors of VEEV | influenza NS1A | others
CCOc1ccccc1CNCc1ccc(F)cc1 | 1% | 3% | 6% | 1.8% | -5%
COc1cccc(CCNCc2cccc(C(F)(F)F)c2)c1 | 3% | -3% | 22% | 0.6% | 2%
O=C1N(Nc2ccccc2)C(c2ccc(Br)cc2)C12CCCCC2 (configuration not stated) | -5% | 0% | -13% | i | -1%
COc1ccc(N(CC(=O)N2CCN(Cc3ccccc3)CC2)S(C)(=O)=O)cc1 | 0% | 2% | 14% | 0.8% | 0%

More structures follow:
SMILES | Salmonella PhoP GFP | H37Rv inhibition | tuberculosis growth | inhibitors of VEEV | influenza NS1A | others
Cc1ccccc1N1C(=O)C2C3CC(=O)C(c4ccccc43)C2C1=O (configuration not stated) | -4% | -8% | 0% | 2.4% | 4%
CCN(CC)c1ncn(Cc2c(Cl)cccc2Cl)c2ncnc1-2 | 11% | -2% | -47% | 5.3% | 0%
COc1ccc(NC(=O)c2cc(-c3ccc(C)cc3)on2)cc1 | 1% | -27% | 63% | 0.0% | -1%
c1ccc(N2CCN(c3ccccc3)C2c2cccs2)cc1 | 0% | -10% | 20% | 1.0% | 4%
Cc1cccc(NC(=O)CC2S/C(=N/c3nccs3)N(C)C2=O)c1 (configuration not stated) | -12% | -8% | -24% | i | 6%
Cc1ccc(OCC(=O)Nc2c(C)nn(-c3ccccc3)c2C)c(Br)c1 | · | · | · | 9.5% | -2%
C[C@H]1CCCC(=O)CCC/C=C/c2cc(O)cc(O)c2C(=O)O1 | 4% | 20% | 25% | 7.6% | 0%
CCCCn1c(N)c(N(CC(C)C)C(=O)CSc2n[nH]c(-c3ccc(C)cc3)n2)c(=O)[nH]c1=O | -1% | -2% | 30% | 4.1% | -5%
C/C(CC(=O)Nc1ccc(Cl)c(C(F)(F)F)c1)=N\NC(=O)c1cccc(O)c1 | 6% | 26% | 22% | 1.1% | -1%
C/C(=N\N1C(=O)c2ccccc2NC1c1ccco1)c1ccccc1O (configuration not stated) | 2% | 1% | 13% | 13% | 7%
COc1cc(/C=C2\C(=N)N3N=C(S(C)(=O)=O)SC3=NC2=O)ccc1OS(=O)(=O)c1ccccc1 | 11% | -3% | -1% | · | ·
CC(O)[C@H]1CNCCN1CCc1cc(C(F)(F)F)cc(C(F)(F)F)c1 (some centres not stated) | -4% | -2% | -6% | 0.6% | 14%
CCOc1ccc(S(=O)(=O)NN=C(C)c2cccnc2)cc1 | · | -2% | -4% | 1.0% | -4%
CCc1noc(C)c1C(=O)NNC(=O)c1ccc(N(CC)CC)cc1 | · | 0% | 11% | 0.3% | 4%
CC(=O)N1CCN(S(=O)(=O)c2cccc(C(=O)Nc3ccc(OC(F)F)cc3)c2)CC1 | -1% | 9% | -7% | 0.9% | 5%
Clc1ccc(OCC#CCN2CCCCCC2)cc1 | 2% | 0% | 62% | 0.4% | 4%
Cc1cc(Oc2ncccc2[N+](=O)[O-])c2cc(Cl)ccc2n1 | 2% | -4% | 1% | i | 2%
Cc1ccc(SCC(=O)NNC(=O)c2cncc(Br)c2)cc1 | · | 5% | -23% | 0.2% | -6%
CC(=O)C1C(=O)c2c(cccc2[N+](=O)[O-])C1=Nc1ccc(S(N)(=O)=O)cc1 (configuration not stated) | -1% | -16% | 46% | 3.3% | -7%
COc1ccc(CCNC(=S)NC(=O)c2ccccc2)cc1OC | 4% | -11% | 57% | 0.6% | 9%

Among those listed so far, these have a furan ring, fused or not:
SMILES | Salmonella PhoP GFP | H37Rv inhibition | tuberculosis growth | inhibitors of VEEV | influenza NS1A | others
O=C(O)c1ccc(-c2ccco2)n1Cc1ccccc1 | -13% | -5% | 65% | 1.6% | -1% | inhibitors of VEEV 10K pilot screen=0.1
COc1ccc(CCNC(=O)CSc2nc(-c3ccco3)cc(C(F)(F)F)n2)cc1OC | -6% | -18% | -1% | i | -6%
C/C(=N\N1C(=O)c2ccccc2NC1c1ccco1)c1ccccc1O (configuration not stated) | 2% | 1% | 13% | 13% | 7%
